TGFb SMAD3 inh: inhibitors of TGF-b signaling. HepG2 CAGA-GFP TGF-b/SMAD3 reporter, GFP fluorescence, 18 h; TGF-beta stimulated, 500 pg/mL final. Potency, µM (titrated, usually from 46.1 µM), for inactives: top-dose activity, negative = inhibition, most hits filed as inhibitors. 1.2% of 410,000 active. AID 588855; note: potency is the fitted concentration of half-maximal effect; % is set by controls: 0 for no effect and ±100 for the full control effect; nearly all actives have a fitted effect of over 65% in size
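HEPG2 CAGA-GFP, 1000 cells/well; 2 h settle, 37 C; cpd via pin tool; TGF-b 500 pg/mL final; 18 h, 37 C; GFP imaging ex488/em500-530; %Activity normalised to -TGF-b and +DMSO controls; CRC fit, curve class.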
Nrf2 activator: activates Nrf2 signaling | 0.31% of 410,000 active | AID 624171 | Potency, µM (series often up to 46.1 µM), for the others: at the highest dose activation, most hits filed as activators | AREc32 ARE-luciferase reporter (MCF7-derived line), luminescence, 24 h; note: potency is the fitted concentration of half-maximal effect; % of control where 0% means no effect; nearly all actives have a fitted effect of over 65% in size
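For detection, Steady-Glo was added and plates sat 30 min at RT; before that, AREc32_Fluc cells grown overnight in OPTI-MEM/5% FBS had been treated with 23 nL compound for 24 hr at 37 deg C.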
A549 tox: counter-screen for Nrf2 inhibitors: cytotoxicity in A549 cells; AID 504648; A549 ARE-Fluc cells, CellTiter-Fluor viability, 18-24 h; Potency, µM (doses to about 46 µM), without a hit: top-dose activity change, negative = cytotoxicity, usual class: inhibitors; 0.16% of 390,000 active; note: potency is the fitted concentration of half-maximal effect; % is set by controls: 0 for no effect and ±100 for the full control effect
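A549 ARE-Fluc cells in 5% FBS OPTI-MEM, 5000 cells/well, rested 2 h then exposed to compounds in concentration-response for 18-24 h at 37 °C. Viability by CellTiter-Fluor fluorescence (Ex 405/Em 525) after 30 min; luciferase luminescence (BugLite, 15 min, RT) read afterwards.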
CCT chaperon mod: modulators of cytosolic chaperonin (CCT/TRiC) activity; purified chaperonin ATPase assay, HTRF ADP detection, 30 min; activity change, % (no concentration beside the values), hits read low; 0.3% of 360,000 active; in the data active = activity change below about -30%; note: % is set by controls: 0 for no effect and ±100 for the full control effect
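Enzyme 40 or 20 nM (batch-dependent) in Tris pH 7.4/KCl/MgCl2/DTT; cpd 76 uM single point; ATP 10 uM; 30 min 37 °C; Transcreener ADP HTRF detection, 30 min RT; ratio 665/615.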
MmCpn inh: inhibitors of Methanococcus maripaludis chaperonin (MmCpn); AID 504842; 0.031% of 330,000 active; purified Mm-Cpn ATPase, ADP Transcreener TR-FRET; Potency, µM (doses to about 76.9 µM), for inactives: at the highest dose activity, negative = inhibition, most hits filed as inhibitors; note: potency is the fitted concentration of half-maximal effect; % is set by controls: 0 for no effect and ±100 for the full control effect; nearly all actives have a fitted effect of over 80% in size
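Purified archaeal Mm-CPN (25nM final) preincubated 10 min at 37degC with compound, then 10uM ATP for 30 min at 37degC; ADP measured by HTRF Transcreener TR-FRET; buffer 30 mM TRIS pH 7.4, 100mM KCl, 5mM MgCl2, 1mM DTT.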
ATXN viability: cell viability loss in ATXN counter-screen | 0.49% of 400,000 active | S2 cells (HEK-293 line with an ATXN2-luciferase reporter) viability, CellTiter-Fluor protease fluorescence, 24 h | Potency, µM (titrated, usually from 56.7 µM), hits mostly cytotoxic; note: potency is the fitted concentration of half-maximal effect; nearly all actives have a fitted effect of over 40% in size
Nrf2 block: blocks Nrf2 signaling; A549 ARE-Fluc reporter, luciferase luminescence, 18-24 h; Potency, µM (series often up to 46 µM), inactives show top-dose activity change, negative = inhibition, most hits filed as inhibitors; 2.1% of 360,000 active; AID 504444; note: potency is the fitted concentration of half-maximal effect; % is set by controls: 0 for no effect and ±100 for the full control effect; nearly all actives have a fitted effect of over 60% in size
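A549 ARE_Fluc cells (5000/well, 5% FBS OPTI-MEM) pre-incubated 2 h, then treated with compounds 18-24 h at 37C/5% CO2 in concentration-response. CellTiter-Fluor viability read first; BugLite luciferase luminescence after 15 min at room temperature gives Nrf2 activity.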
Akt phos inh: inhibitors of Akt phosphorylation. Neuro2A IGF-stimulated pAkt S473 HTRF, 20 min; active compounds read low. activity change, % for hits at 50 µM. 0.32% of 360,000 active. AID 651550; in the data active = activity change below about -80%; inconclusive = mostly about -51% to -80%; note: % is set by controls: 0 for no effect and ±100 for the full control effect
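Neuro2A cells in DMEM with 0.5% FBS, overnight at 37 deg C, given compound at single 50 µM final, then IGF (6 nM final) for 20 min at 37 deg C. Lysed; phospho-Akt Ser473 by HTRF after 24 h, 665/615 ratio.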
HepG2 tox: kills HepG2 cells in TGF-b inhibitor counter-screen; AID 588856; HepG2 CAGA-GFP viability, ATP luminescence, 18 h; 0.76% of 410,000 active; Potency, µM (titrated, usually from 46.1 µM), without a hit: top-dose activity change, negative = cytotoxicity, usual class: cytotoxic; note: potency is the fitted concentration of half-maximal effect; some results filed as inactive show a strong effect at the top dose
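HepG2 CAGA-GFP cells (1000/well, DMEM with 1% FBS) received compound, then TGF-beta at 500 pg/mL final, and were incubated 18 hours at 37 degrees C. Viability was read by CellTiter-Glo luminescence. Media-only wells were set as complete cell-killing and DMSO as no toxicity.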
Numbers without * were called inactive; i = inactive; ? = inconclusive; . = no result given; & = joins results of further samples; [ ] = dose if it differs, or a comment. Unless noted, calls come from the whole dose curve; as a rule, active = well fitted curve in the direction sought with a large enough effect; inconclusive = small, poorly fitted or top-dose-only effect, or another doubt; inactive = no such curve, though single readings can be large; an effect the other way counts as inactive or inconclusive. Not a hit list; overall some 4.4% were active at least once.

SMILES	HepG2 tox	A549 tox	Akt phos inh	Nrf2 block	TGFb SMAD3 inh	MmCpn inh	Nrf2 activator	CCT chaperon mod	ATXN viability
Clc1ccc(CN2CCC(Cc3ccccc3)CC2)cc1	-54%	-11%	i	6%	?	1%	2.9%	-0.5	i
C=CCNC(=O)CC(=O)N/N=C/c1ccccc1F	-1%	2%	i	1%	-7%	-1%	3.2%	1.9	i
Cc1ccccc1NC(=O)c1cc2ccccc2o1	-1%&-24%	-4%&0%	i	?	-1%&-2%	1%	?	1.3	i
Cc1nc(-c2ccc(F)cc2)c(CC(=O)N(C)CC(=O)Nc2ccccc2Br)s1	-20%	0%	i	-8%	-26%	0%	0.5%	0.2	i
CNC[C@H](CC1CCCCC1)NC[C@H](CO)NCC1(c2ccccc2)CC1	-58%	-17%	i	17%	?	-1%	1.0%	0.6	i
CCOc1ccc(CC2c3cc(OCC)c(OCC)cc3CCN2C(=O)c2cc(OC)c(OC)c(OC)c2)cc1OCC (stereo not drawn)	-6%	-15%	i	?	-1%	4%	0.2%	0.5	i
O=C(Nc1ccccc1Cl)N1CCCN(c2nc(-c3ccccc3)ns2)CC1	-58%	-16%	i	?	?	-3%	4.1%	1.4	i
CC(C)(C)NC(=O)C1c2ccccc2Oc2ccccc21	-1%	-10%	i	-26%	-2%	0%	-1.5%	-1.6	i
CCCn1c(C(C)Nc2nc(-c3cc(Cl)c(N)c(Cl)c3)cs2)nc2cc(Cl)c(N3CCCCC3)cc21 (stereo not drawn)	-26%	0%	i	3%	-14%	-14%	3.1%	-0.5	i
COC(=O)c1cc(NS(=O)(=O)c2ccc(NC(C)=O)cc2)cc(C(=O)OC)c1	7%	13%	i	21%	-10%	-1%	-0.5%	-0.7	i
CCCCc1ccc(NC(=S)NCc2cccc(OC)c2)cc1	-17%	17%	i	25%	?	2%	-0.1%	-2.4	i
CCOc1cc(S(=O)(=O)Nc2ccncc2)ccc1F	-31%	-8%	i	?	-1%	1%	-0.6%	-1.1	?
CCc1ccccc1NC(=O)CSc1nc(C)c(C)o1	9%	1%	i	-6%	-5%	-1%	-0.7%	0.0	i
Cc1ccc(C(=O)NC2CCCCC2)cc1S(=O)(=O)N1CCCC1	0%	-2%	i	3%	3%	-1%	-0.4%	2.0	i
O=C(CN1CCOCC1)NN=C1CCCCCCCCCCC1	-6%	0%	i	1%	0%	0%	-0.4%	1.0	i
COc1cccc(COC(=O)C2CCN(S(=O)(=O)c3cccs3)CC2)c1OC	-7%	2%	i	4%	0%	-2%	-0.2%	0.5	i
COc1ccccc1C(=O)NC(CCSC)C(=O)NC1CCCCCC1 (stereo not drawn)	-2%	-11%	i	-3%	-10%	-2%	-0.3%	-14	i
C[C@@H]1CN([C@@H](C)CO)C(=O)c2cc(N(C)C)ccc2O[C@@H](C)CCCCO[C@@H]1CN(C)S(=O)(=O)c1cccs1	39%	.	i	.	5%	.	-1.9%	-3.9	i
CN(C)S(=O)(=O)Oc1ccsc1C(=O)Nc1cccc(Cl)c1	-15%	-19%	i	-19%	1%	0%	3.2%	1.0	i
O=C(O)CCc1nn2c3ccccc3n(CC(=O)c3ccccc3)c2nc1=O	3%	3%	i	.	-11%	-2%	-0.8%	0.5	i
COc1cccc(C2=NN(C(=O)CCCC(=O)O)C(c3cccs3)C2)c1 (stereo not drawn)	2%	0%	i	0%	5%	-2%	2.5%	0.5	i
COc1ccnc(Nc2ccc(C)c(C)c2)c1C#N	-57%	2%	i	6%	-18%	-2%	0.6%	-0.3	i
O=C(Cn1cnc2c(oc3ccccc32)c1=O)NCc1ccccc1	-8%	0%	i	7%	-17%	1%	0.4%	-2.8	i
Cc1c(CC(=O)O)c(=O)oc2c(C)c3occ(-c4ccccc4)c3cc12	-29%	1%	i	-25%	1%	1%	0.0%	-0.4	i
COc1ccc(CCNc2oc(-c3cccc4ccccc34)nc2P(=O)(OC)OC)cc1OC	-8%	-3%	i	-3%	12%	0%	4.5%	1.8	i

Compound profiles, as listed above. Order of screens: HepG2 tox | A549 tox | Akt phos inh | Nrf2 block | TGFb SMAD3 inh | MmCpn inh | Nrf2 activator | CCT chaperon mod | ATXN viability
`CNC[C@H](CC1CCCCC1)NC[C@H](CO)NCC1(c2ccccc2)CC1` is listed as -58% | -17% | i | 17% | ? | -1% | 1.0% | 0.6 | i
`COc1cccc(COC(=O)C2CCN(S(=O)(=O)c3cccs3)CC2)c1OC` is listed as -7% | 2% | i | 4% | 0% | -2% | -0.2% | 0.5 | i
`CCCn1c(C(C)Nc2nc(-c3cc(Cl)c(N)c(Cl)c3)cs2)nc2cc(Cl)c(N3CCCCC3)cc21` (stereo not drawn) is listed as -26% | 0% | i | 3% | -14% | -14% | 3.1% | -0.5 | i

The listing picks up, starting 2 compounds before the break.
SMILES	HepG2 tox	A549 tox	Akt phos inh	Nrf2 block	TGFb SMAD3 inh	MmCpn inh	Nrf2 activator	CCT chaperon mod	ATXN viability
Cc1c(CC(=O)O)c(=O)oc2c(C)c3occ(-c4ccccc4)c3cc12	-29%	1%	i	-25%	1%	1%	0.0%	-0.4	i
COc1ccc(CCNc2oc(-c3cccc4ccccc34)nc2P(=O)(OC)OC)cc1OC	-8%	-3%	i	-3%	12%	0%	4.5%	1.8	i
Cc1cc(C)c2c(-n3cccc3)c(C(=O)NCc3cccc(F)c3)sc2n1	0%	-1%	.	-4%	2%	.	0.1%	.	.
COc1ccc(OC)c(C(c2nnnn2C2CCCC2)N2CCN(c3ccccc3F)CC2)c1 (stereo not drawn)	38%	0%	i	.	22%	-3%	2.1%	1.7	i
O=C1/C(=C\c2ccc(-c3ccccc3Cl)o2)SC(=S)N1CC1CCCO1 (stereo not drawn)	-20%	6%	i	16%	-3%	4%	3.1%	-0.8	i
O=C(NCC1CCCO1)C1CCN(S(=O)(=O)N2CCCC2)CC1 (stereo not drawn)	4%	-6%	i	8%	-1%	1%	-0.7%	1.5	i
Cc1ccc(C(=O)N/C(=C\c2ccc(Br)cc2)c2nc(=S)[nH][nH]2)cc1	13µM*	26µM*	i	?	?	0%	3.0%	-0.9	.
CCN(CC(=O)NCc1cccs1)S(=O)(=O)c1ccc([N+](=O)[O-])cc1	-12%	8%	i	-11%	-2%	-3%	-0.4%	1.0	.
CCn1c(NCc2ccco2)nc2c1c(=O)n(C)c(=O)n2C	-3%	-3%	i	8%	0%	0%	5.2%	0.7	i
COc1ccc(Cl)cc1NC(=O)CN(C)C(=O)C1CCN(C(=O)Nc2ccccc2)CC1	6%	-4%	i	-11%	-5%	-3%	0.7%	-0.2	i
C=CCN(Cc1cc(OC)ccc1OC)C(=O)c1cc2ccc(OC)cc2[nH]1	-36%	0%	i	-7%	?	0%	-0.3%	-3.5	i
CSc1ccc(CCNC(=O)c2cnc3c(C)cccn3c2=O)cc1	9%	10%	.	.	2%	.	0.8%	.	i
CCS(=O)(=O)n1nc(-c2ccc(Cl)cc2)nc1N	-22%	1%	i	15%	-12%	-1%	0.0%	-0.2	i
O=C(Nc1ccc(OC(F)F)cc1)c1cc(S(=O)(=O)N2CCOCC2)ccc1F	0%	-1%	i	4%	0%	-5%	0.6%	-1.0	i
C=CCc1ccccc1OCC(O)CN1CCN(c2ccccc2)CC1 (stereo not drawn)	-42%	18%	.	-5%	?	.	1.0%	.	.
O=C(Nc1c2c(nn1-c1ccccc1)CS(=O)(=O)C2)c1ccc2c(c1)OCO2	-12%	-5%	i	3%	?	0%	-1.0%	0.1	i
Cn1c(=O)c2cc(S(=O)(=O)Nc3cccc(F)c3)ccc2n(C)c1=O	-11%	-12%	i	-28%	8%	0%	-0.9%	0.0	?
Cn1cnnc1SCC(=O)NC1CCCC1	10%	1%	i	3%	1%	1%	0.4%	-2.9	i
O=C(NCc1ccco1)C1CCN(c2nnc(-n3cccc3)s2)CC1	0%	-2%	i	7%	-1%	0%	6.6%	-1.8	i
O=C(c1ccc(-c2ccc([N+](=O)[O-])cc2)o1)N1CCCCCCC1	-63%	29%	i	25%	?	1%	?	-8.0	?
NS(=O)(=O)c1cccc(NC(=O)CSc2nn(-c3ccccc3)c(=S)s2)c1	-8%	1%	i	-11%	-9%	-1%	0.7%	-1.4	i
O=C(CCc1nnc2ccc(NCc3ccccc3)nn12)NCC1CCN(C2CCCC2)C1 (stereo not drawn)	0%	0%	i	-1%	17%	1%	0.0%	2.6	i
Nc1cccc2cccc([N+](=O)[O-])c12	-19%	0%	i	?	-3%	.	?	-2.1	?
COc1ccccc1N1CCN(C(=O)c2ccc3c(=O)n4c(nc3c2)CCCCC4)CC1	-3%	1%	i	-7%	-29%	0%	-0.1%	0.7	i
NNC(=O)c1[nH]c(-c2ccccc2)cc1-c1ccccc1	-44%	0%	i	-8%	-14%	-3%	-1.1%	-1.5	i
COc1cc(NC(=S)NCc2ccc(S(N)(=O)=O)cc2)c(OC)cc1Cl	-19%	9%	i	-30%	-4%	0%	0.6%[9.22 µM]	0.1	i
COc1cc(OC)cc(C(=O)Nc2ccc3c(c2)n(C)c(=O)n3C)c1	-14%	-7%	i	?	-9%	0%	17%	0.6	i
Cc1cc(C(=O)CN2CCN(CC(=O)Nc3cccc(F)c3)CC2)c(C)n1C1CC1	-1%	-4%	i	5%	-1%	0%	0.5%	0.3	i

From PubChem BioAssay
